High-throughput results deposited in PubChem by National Center for Advancing Translational Sciences (NCATS).
Akt phos inh = Akt phosphorylation inhibition. 0.32% of 360,000 active. Neuro2A IGF-stimulated pAkt S473 HTRF, 20 min; active compounds read low. activity change, % for hits at 50 µM; in the data active means activity change below about -80%; inconclusive means mostly about -51% to -80%; further: on the % scale 0 is the no-effect control and ±100 the full control effect
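Single-point screen (50 µM final compound) in Neuro2A cells stimulated 20 min with 6 nM IGF at 37 deg C. After lysis, Ser473-phosphorylated Akt read by HTRF (ex 330 nm, em 615/665 nm) as the 665/615 ratio.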
EPAC2 ag = agonists of human EPAC2 (RAPGEF4); Q8WZA2; EPAC2 activation, biochemical qHTS; response scale: 100% = 6.5 mM cAMP response; Potency, µM (highest dose often 154 µM), for inactives: at the top dose activation, actives largely listed as activators; 0.079% of 360,000 active; further: potency means the concentration at half of the fitted maximal effect; nearly all actives have a fitted effect of over 50% in size
Target sequence (Q8WZA2 whole entry, looked up): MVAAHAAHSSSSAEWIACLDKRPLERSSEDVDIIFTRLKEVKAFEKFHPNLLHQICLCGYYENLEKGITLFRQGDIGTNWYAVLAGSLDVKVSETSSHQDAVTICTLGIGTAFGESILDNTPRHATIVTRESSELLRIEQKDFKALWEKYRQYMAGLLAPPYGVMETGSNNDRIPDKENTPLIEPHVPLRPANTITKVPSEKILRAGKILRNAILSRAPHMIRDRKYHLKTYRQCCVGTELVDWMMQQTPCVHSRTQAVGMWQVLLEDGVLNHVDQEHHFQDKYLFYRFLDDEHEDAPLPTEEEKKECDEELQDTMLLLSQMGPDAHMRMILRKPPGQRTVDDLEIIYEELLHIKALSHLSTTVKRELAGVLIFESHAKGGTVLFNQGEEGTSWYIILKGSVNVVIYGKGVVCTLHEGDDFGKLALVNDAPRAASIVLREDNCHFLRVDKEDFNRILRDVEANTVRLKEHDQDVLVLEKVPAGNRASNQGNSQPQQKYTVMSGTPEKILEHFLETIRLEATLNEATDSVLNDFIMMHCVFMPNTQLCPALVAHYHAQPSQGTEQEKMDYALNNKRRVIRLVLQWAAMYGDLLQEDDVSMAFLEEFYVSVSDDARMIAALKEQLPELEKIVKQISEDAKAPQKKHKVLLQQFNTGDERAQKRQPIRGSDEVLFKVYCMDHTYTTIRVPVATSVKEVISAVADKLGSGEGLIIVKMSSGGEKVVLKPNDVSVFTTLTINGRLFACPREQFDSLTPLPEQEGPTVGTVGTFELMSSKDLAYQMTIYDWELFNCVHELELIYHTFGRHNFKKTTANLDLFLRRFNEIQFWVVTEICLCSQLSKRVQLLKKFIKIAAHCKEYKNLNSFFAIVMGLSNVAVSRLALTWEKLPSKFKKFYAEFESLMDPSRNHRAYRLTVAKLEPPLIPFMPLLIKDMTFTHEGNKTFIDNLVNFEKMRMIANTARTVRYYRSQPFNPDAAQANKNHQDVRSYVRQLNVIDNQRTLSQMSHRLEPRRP
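Fluorescence exchange assay: 100 nM EPAC2 with 250 nM RAP1B-BODIPY-GDP and 50 uM GDP; compounds tested as a concentration-titration series (qHTS). Loss of Rap1-bound BODIPY-GDP fluorescence read at 480/540 nm; data normalized to 6.5 mM cAMP.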
Mm-Cpn inhibitor = blocks the Methanococcus maripaludis chaperonin Mm-Cpn | purified Mm-Cpn ATPase, ADP Transcreener TR-FRET | 0.031% of 330,000 active | Potency, µM (titrated, usually from 76.9 µM), inactives show at the highest dose activity, negative = inhibition, usual class: inhibitors; further: potency means the concentration at half of the fitted maximal effect; on the % scale 0 is the no-effect control and ±100 the full control effect; nearly all actives have a fitted effect of over 80% in size
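ATPase read-out: TR-FRET ADP immunoassay (anti-ADP Eu cryptate vs ADP-d2), ex 320 nm, em 590/665 nm; signal drops as ADP forms. Enzyme 25 nM, ATP 10 uM, 30 min at 37°C after 10 min compound preincubation.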
Nrf2 block = inhibitors of Nrf2 signaling. A549 ARE-Fluc reporter, luciferase luminescence, 18-24 h. Potency, µM (doses to about 46 µM), inactives show at the highest dose activity change, negative = inhibition, most hits filed as inhibitors. 2.1% of 360,000 active; further: potency means the concentration at half of the fitted maximal effect; on the % scale 0 is the no-effect control and ±100 the full control effect; nearly all actives have a fitted effect of over 60% in size
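A549 ARE_Fluc cells, 5000/well, 5% FBS OPTI-MEM; compounds in dose-response, 18-24 h at 37 °C/5% CO2; CellTiter-Fluor viability read (Ex 405/Em 525), then BugLite luciferase luminescence = Nrf2 activity.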
CCT modulator = modulators of cytosolic chaperonin (CCT/TRiC) activity; activity change, % (concentration not given with the values), hits read low; 0.3% of 360,000 active; AID 651819; purified chaperonin ATPase assay, HTRF ADP detection, 30 min; in the data active means activity change below about -30%; further: on the % scale 0 is the no-effect control and ±100 the full control effect
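TRiC at 40 or 20 nM final (batch-dependent) in 30 mM Tris pH 7.4, 100 mM KCl, 5 mM MgCl2, 1 mM DTT, with compound at single 76 uM and 10 uM ATP, 30 min at 37 deg C. ADP detected by HTRF Transcreener, 665/615 ratio.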
Nrf2 activator = Nrf2 pathway activation; Potency, µM (titrated, usually from 46.1 µM), without a hit: at the highest dose activation, most hits filed as activators; AREc32 ARE-luciferase reporter (MCF7-derived line), luminescence, 24 h; 0.31% of 410,000 active; AID 624171; further: potency means the concentration at half of the fitted maximal effect; % of control where 0% means no effect; nearly all actives have a fitted effect of over 65% in size
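AREc32 cells carrying an ARE-driven firefly luciferase reporter were seeded at 1000 cells/well in OPTI-MEM with 5% FBS, then exposed to compound for 24 hr at 37 deg C. Luminescence was read with Steady-Glo after 30 min at RT.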
A549 viability = counter-screen for Nrf2 inhibitors: cytotoxicity in A549 cells; 0.16% of 390,000 active; Potency, µM (highest dose often 46 µM), inactives show at the top dose activity change, negative = cytotoxicity, actives largely listed as inhibitors; A549 ARE-Fluc cells, CellTiter-Fluor viability, 18-24 h; further: potency means the concentration at half of the fitted maximal effect; on the % scale 0 is the no-effect control and ±100 the full control effect
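A549 ARE_Fluc cells in 5% FBS OPTI-MEM were exposed to compounds in concentration-response for 18-24 h at 37 deg C. Viability was read by CellTiter-Fluor fluorescence (Ex 405/Em 525) after 30 min, before the luciferase read.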
EPAC2 antagonist = antagonists of human EPAC2. Q8WZA2. EPAC2 GEF exchange of Rap1B-BODIPY-GDP, fluorescence. 0.18% of 360,000 active. Potency, µM (titrated, usually from 114 µM), inactives show at the top dose activity, negative = inhibition, usual class: inhibitors; further: potency means the concentration at half of the fitted maximal effect; on the % scale 0 is the no-effect control and ±100 the full control effect; nearly all actives have a fitted effect of over 45% in size; many of its hits are not listed in these tables
TGFb SMAD3 inh = inhibitors of TGF-b signaling; HepG2 CAGA-GFP TGF-b/SMAD3 reporter, GFP fluorescence, 18 h; TGF-beta stimulated, 500 pg/mL final; Potency, µM (titrated, usually from 46.1 µM), inactives show top-dose activity, negative = inhibition, actives largely listed as inhibitors; 1.2% of 410,000 active; AID 588855; further: potency means the concentration at half of the fitted maximal effect; on the % scale 0 is the no-effect control and ±100 the full control effect; nearly all actives have a fitted effect of over 65% in size
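Inhibition of TGF-beta-driven CAGA-GFP reporter expression in HEPG2 cells is measured by cellular GFP fluorescence after 18 h stimulation with 500 pg/mL recombinant TGF-beta in 1% FBS medium at 37 degrees C.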
Starred values were filed as active, the others as inactive; i = inactive; ? = inconclusive; nt = not tested or not shown; [ ] = dose if it differs, or a comment. Unless noted, the call rests on the fitted dose curve; in most records, active means well fitted curve in the direction sought with a large enough effect; inconclusive means small, poorly fitted or top-dose-only effect, or another doubt; inactive means no such curve, though single readings can be large; an effect the other way counts as inactive or inconclusive.

SMILES	Akt phos inh	EPAC2 ag	Mm-Cpn inhibitor	Nrf2 block	CCT modulator	Nrf2 activator	A549 viability	EPAC2 antagonist	TGFb SMAD3 inh
CC1=CC(=O)N(c2ccc(C)cc2)C1c1ccc(Cl)cc1 (centres undefined)	i	8%	0%	7%	-1.0	0.2%	16%	-1%	1%
COc1ccc(NC(=O)N(C)C[C@H]2OCc3cn(nn3)CCCC(=O)N([C@@H](C)CO)C[C@@H]2C)cc1	i	6%	nt	nt	-1.6	0.2%	nt	3%	22%
CCOc1cc(/C=C2/COc3ccccc3C2=O)ccc1OCC(=O)N(C)C	i	8%	-4%	-26%	-2.3	-0.8%	7%	19%	3%
CCn1nc(C)c(CNC(=O)c2cc(COc3ccccc3SC)on2)c1C	i	12%	1%	?	2.7	-0.8%	1%	7%	-21%
CC1(C)C(c2cccs2)=NC(c2ccccc2)N1O (centres undefined)	i	5%	0%	5%	0.1	5.2%	1%	6%	-13%
CC(=O)OC(C(=O)NCc1ccc(F)cc1)c1ccccn1 (centres undefined)	i	6%	3%	-3%	-1.9	-0.1%	-4%	4%	3%
O=C(CCc1ccc(Oc2cc([N+](=O)[O-])cc([N+](=O)[O-])c2)cc1)N1CCCCC1	i	11%	2%	-19%	-1.2	4.1%	-14%	-2%	?
COc1ccc(C(=O)Nc2cccc(-c3nc4ncccc4o3)c2C)cc1	nt	0%[15.6 µM]	1%	?	-0.7	-0.3%	-9%	10%	-2%
O=C(CC(NC(=O)c1ccccc1Cl)c1ccccc1)NC1=NCCS1 (centres undefined)	i	7%	1%	-17%	-7.5	0.1%	?	14%	-3%
Cc1cccc(NC(=O)c2ccc3c(c2)C(=O)N(c2ccccn2)C3=O)c1C	i	8%	0%	4%	0.0	-0.9%	8%	1%	3%
O=C(Cc1ccc(S(=O)(=O)N2CCOCC2)s1)N1CCN(c2cccc(C(F)(F)F)c2)CC1	i	-3%	-4%	?	0.5	-0.5%	-15%	-8%	?
CCc1cc(C(=O)Cc2cnn(-c3ccccc3)c2)c(O)cc1O	i	29%	4%	-8%	0.0	3.6%	17%	-11%[57.1 µM]	?
CCc1cc2c(=O)nc3n(c2s1)Cc1ccccc1/C3=C(/O)c1ccccc1Cl	i	11%	-4%	?	0.2	7.8%	-10%	2%	11%
Cc1ccc(-c2nc(CS(=O)CC(=O)NC3CCCCC3)c(C)o2)cc1 (centres undefined)	i	-1%	0%	-6%	-7.2	-1.1%	-6%	2%	1%
Cc1cccc(C(=O)Nc2nnc(-c3cccnc3)o2)c1	i	2%	-3%	?	-0.2	0.6%	-9%	-7%	-5%
COCCn1c(=S)[nH]c2cc(C(=O)N3CCCC(C)C3)ccc2c1=O (centres undefined)	i	13%	0%	-29%	-3.6	-0.3%	-12%	-14%	-27%
O=C(NCCc1ccc(Cl)cc1)C1CCN(c2ncnc3c2nc2n3CCCCC2)CC1	nt	nt	nt	34%	nt	0.0%	6%	nt	-13%
Cc1nnc(SCC(=O)N/N=C/c2cn(-c3ccccc3)nc2-c2ccc(F)cc2)n1-c1ccccc1	i	-4%	1%	nt	-0.5	6.0%	1%	-4%	17%
COc1cc(/C=C2/NC(=O)N(Cc3ccccc3F)C2=O)cc(OC)c1OC	i	7%	-4%	-22%	1.8	5.5%	0%	-15%	12%
COC(C[C@@H](O)[C@@H](C)[C@@H](O)COCc1ccccc1)OC	i	-2%	-2%	16%	0.2	0.2%	11%	2%	-3%

The final three compounds of the section above open the next one:
SMILES	Akt phos inh	EPAC2 ag	Mm-Cpn inhibitor	Nrf2 block	CCT modulator	Nrf2 activator	A549 viability	EPAC2 antagonist	TGFb SMAD3 inh
Cc1nnc(SCC(=O)N/N=C/c2cn(-c3ccccc3)nc2-c2ccc(F)cc2)n1-c1ccccc1	i	-4%	1%	nt	-0.5	6.0%	1%	-4%	17%
COc1cc(/C=C2/NC(=O)N(Cc3ccccc3F)C2=O)cc(OC)c1OC	i	7%	-4%	-22%	1.8	5.5%	0%	-15%	12%
COC(C[C@@H](O)[C@@H](C)[C@@H](O)COCc1ccccc1)OC	i	-2%	-2%	16%	0.2	0.2%	11%	2%	-3%
CCc1c(O)nc(SCC(=O)N2CCc3cc(OC)c(OC)cc3[C@@H]2C)[nH]c1=O	i	-1%	0%	9%	-1.0	-0.1%	-1%	0%	0%
CCC(C(=O)OCC(=O)Nc1cccc(OC)c1)c1ccccc1 (centres undefined)	i	11%	3%	11%	0.1	-0.1%	10%	-29%	1%
Cc1nc(-c2ccc(F)cc2)c(CC(=O)Nc2ccc(C)c(S(=O)(=O)N3CCOCC3)c2)s1	i	8%	1%	18µM*	-0.4	-0.8%	-6%	2%	-1%
Cc1nc2cc(NC(=O)NCc3ccco3)ccc2o1	i	12%	2%	2%	-7.0	-0.5%	17%	-2%	?
O=C(Cc1ccccc1F)NNC(=O)c1ccncc1	i	13%	3%	4%	-1.3	0.0%	1%	4%	-5%
O=C(Cc1cccs1)NCCc1ccc(F)cc1	i	8%	0%	12%	-13	0.3%	2%	1%	2%
O=C(c1ccc(F)cc1)N1CCN(c2ccc([N+](=O)[O-])c(N3CCOCC3)c2)CC1	i	-3%	1%	6%	0.2	-0.6%	-11%	4%	-1%
C=CCn1c(SCC(=O)N2CCCCC2)nc(O)cc1=O	i	10%	-2%	1%	0.4	0.6%	0%	19%	7%
COc1ccc(NC(=O)c2ccc(Br)c(S(=O)(=O)N3CCOCC3)c2)cc1	i	1%	1%	?	1.2	3.1%	-14%	1%	1%
COc1ccc(N2C(=O)c3cccc4cc(Br)cc(c34)C2=O)cc1	i	1%	-3%	-16%	1.1	4.1%	0%	4%	2%
Cc1ccc(C2C(C(=O)c3cc4ccccc4o3)=C(O)C(=O)N2CCN2CCOCC2)o1 (centres undefined)	i	-1%	-3%	19%	0.9	15%	-5%	0%	-1%
CCCN(CCC)S(=O)(=O)c1ccc(C(=O)N2CCCc3ccccc32)cc1	i	5%	2%	18µM*	-1.3	-0.4%	-22%	-4%	-11%
Cc1ccc(N=Cc2sc(O)c3ccccc23)c(C)c1	i	100µM*	3%	?	-1.7	9.1%	-1%	220%[activator]	12%
Cc1ccc(NC(=O)c2cc(S(=O)(=O)N3CCOCC3)cn2C)cc1F	i	-7%	-1%	-3%	-1.5	-0.6%	5%	-19%	-2%
CC(=NCC1CCCO1)C1=C(O)CC(C)(C)CC1=O (centres undefined)	i	7%	-3%	-15%	-3.2	0.0%	-3%	3%	-23%
COc1ccc(C(CC(=O)N2CCOCC2)C(C)C)cc1 (centres undefined)	i	-1%	-2%	0%	0.9	-0.8%	10%	10%	1%
C[C@H](NS(=O)(=O)c1ccccc1)C(=O)N1CCN(C(c2ccccc2)c2ccccc2)CC1	i	-10%	3%	-8%	-0.3	2.4%	7%	-20%	-15%
O=C(NCCCN1CCOCC1)c1coc2ccccc2c1=O	i	2%	0%	28%	-1.7	3.5%	-1%	6%	-2%
CCCCCc1nnc(NC(=O)Cc2ccc([N+](=O)[O-])cc2)s1	i	-2%	-3%	-1%	0.7	-0.5%	2%	2%	-7%
CS(=O)(=O)N1CCC(C(=O)NCC2CCCO2)CC1 (centres undefined)	i	10%	-7%	11%	-0.2	-0.6%	2%	4%	31%
CC1=C(C(=O)OC(C)C)C(/C=C/c2ccccc2)NC(=O)N1 (centres undefined)	i	-1%	1%	-11%	-0.4	-0.4%	5%	-1%	4%
CC1CCCCN1C(=O)NC1CC(=O)N(c2ccc3c(c2)OCCO3)C1 (centres undefined)	i	2%	2%	4%	-1.0	0.1%	-3%	11%	-1%
Cc1cc(NC(=O)CSc2nnc(C3CC3)n2C)no1	i	8%	1%	?	-1.9	-0.5%	2%	-5%	-7%
CC(OC(=O)CNC(=O)c1ccc(Cl)c(Cl)c1)C(=O)N1CCOCC1 (centres undefined)	i	2%	0%	2%	-2.2	-1.0%	0%	16%	3%
CCOC(=O)C1=C(c2ccccc2)c2ccc(OC)cc2N(S(=O)(=O)C(F)(F)F)C1C(=O)OCC (centres undefined)	i	-4%	0%	-2%	-1.2	7.8%	-3%	-25%	?
CC(=O)c1cccc(NC(=O)C2CCN(S(=O)(=O)c3c(C)n[nH]c3C)CC2)c1	i	-4%	-3%	-17%	0.3	0.2%	-8%	0%	-4%
COc1ccccc1S(=O)(=O)Cc1ccc(C(=O)NCc2cccnc2)o1	i	6%	0%	-20%	-0.4	-0.2%	7%	21%	-1%
CN(C)c1ccc(/C=C/C(=O)c2ccccc2)cc1[N+](=O)[O-]	i	6%	-4%	20%	-2.3	5.1%	-10%	1%	-14%
COc1ccc2[nH]c3c(c2c1)CCN1C(=O)N([C@@H](C)C(=O)NCc2ccccc2OC)C(=O)[C@]31C	i	0%	1%	-22%	0.0	0.6%	-2%	-12%	-19%
CCCC(=O)C1=C(O)C(C(=O)OC)C(C)(C)CC1=NCCc1ccccc1 (centres undefined)	i	6%	-1%	3%	-1.6	-0.9%	0%	-9%	-1%
COc1ccc(C(=O)C2CCN(C(=O)c3ccco3)CC2)cc1	i	-5%	1%	-23%	-1.9	-0.9%	-4%	6%	-32%
O=C(Cn1c(=O)n(-c2ccccc2)c(=O)c2c3c(sc21)CCCC3)Nc1ccc(F)cc1	nt	nt	nt	0%	nt	-0.9%	-8%	nt	-7%
O=C(Cn1cnc2cc([N+](=O)[O-])ccc2c1=O)NC(c1ccccc1)c1ccccc1	i	8%	0%	-3%	-0.1	0.3%	-6%	-2%	-21%

This is a subset. The share of hits here may be higher or lower than overall.
